TrxR1 substrate: qHTS Assay for Substrates of Mammalian Selenoprotein Thioredoxin Reductase 1 (TrxR1): qHTS | purified TrxR1 substrate turnover, NADPH consumption readout | Potency, µM (doses to about 114 µM), inactives show at the highest dose activity change, negative = substrate turnover | actives 0.01% (n = 390,000) | AID 588456, 2011; further: potency means the concentration at half of the fitted maximal effect; on the % scale 0 is the no-effect control and ±100 the full control effect; nearly all actives have a fitted effect of over 50% in size
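Rat TrxR1, dispensed at 90 nM, was prereduced with 400 uM NADPH (final) for 5 min at ~22 deg C, then incubated with compound 15 min before 400 uM selenite. A first-read NADPH fluorescence drop versus no-compound background flagged substrates.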
PI4K2A block: qHTS for small molecular inhibitors of PI4K2A | purified PI4K2A, ADP-Glo luminescence, 1 h; stronger effect = lower value | activity change, negative = inhibition, % at 76.9 µM | actives 0.13% (n = 420,000) | AID 1346378, 2018; in the data active means activity change below about -50%; inconclusive means mostly about -30% to -49%;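 further: -100% = wells without enzyme as full effect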
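In this quantitative HTS, ADP production by PI4K2A was quantified luminescently after 1 h at ambient temperature; 100 microM adenosine served as plate-quality control.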
mIDH1 inhibitor: qHTS for Inhibitors of mutant isocitrate dehydrogenase 1 (IDH1): qHTS. IDH1-R132H enzyme, NADPH consumption, diaphorase/resazurin fluorescence. Isocitrate dehydrogenase [NADP] cytoplasmic (Homo sapiens), O75874. actives 0.093% (n = 390,000). Potency, µM (highest dose often 76.6 µM), for inactives: top-dose activity change, negative = inhibition, most hits filed as inhibitors; further: potency means the concentration at half of the fitted maximal effect; on the % scale 0 is the no-effect control and ±100 the full control effect; nearly all actives have a fitted effect of over 65% in size
Target sequence (O75874 whole entry R132H, stated change not applied): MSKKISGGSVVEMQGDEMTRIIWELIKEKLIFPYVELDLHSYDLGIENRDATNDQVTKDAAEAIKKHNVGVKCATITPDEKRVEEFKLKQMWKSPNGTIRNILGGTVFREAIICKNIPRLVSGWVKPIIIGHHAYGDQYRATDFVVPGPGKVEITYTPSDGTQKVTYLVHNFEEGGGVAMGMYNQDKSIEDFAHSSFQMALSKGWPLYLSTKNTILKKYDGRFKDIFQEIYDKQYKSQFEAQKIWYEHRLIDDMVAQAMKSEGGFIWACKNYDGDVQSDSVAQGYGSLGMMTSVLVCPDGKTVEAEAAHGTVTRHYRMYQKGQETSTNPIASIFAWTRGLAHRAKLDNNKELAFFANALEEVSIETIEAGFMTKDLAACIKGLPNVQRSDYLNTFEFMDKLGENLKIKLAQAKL
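IDH1-R132H (0.5 ug/mL) preincubated 30 min with compound, then NADPH (0.016 mM) and alpha-KG (2 mM) added; 80 min at RT, pH 7.5. Remaining NADPH coupled via diaphorase/resazurin to fluorescence (540/590 nm); concentration-response curves normalized to no-enzyme control.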
USP1 inh: Inhibitors of USP1/UAF1: Primary Screen; recombinant USP1/UAF1, Ub-Rhodamine cleavage fluorescence; Potency, µM (titrated, usually from 57.1 µM), inactives show at the highest dose activity change, negative = inhibition, most hits filed as inhibitors; actives 0.23% (n = 390,000); AID 743255, 2014; further: potency means the concentration at half of the fitted maximal effect; on the % scale 0 is the no-effect control and ±100 the full control effect; nearly all actives have a fitted effect of over 60% in size; inactives centre near -12
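In this screen, compounds sit with the deubiquitinase complex (1nM) for 15 min at room temperature before Ub-Rho is added at 150nM final. Fluorescence rise is then followed for 6 reads every 60 seconds.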
rTrxR1 inhibitor: qHTS Assay for Inhibitors of Mammalian Selenoprotein Thioredoxin Reductase 1 (TrxR1): qHTS | actives 1% (n = 390,000) | Potency, µM (titrated, usually from 114 µM), for inactives: at the highest dose activity change, negative = inhibition, actives largely listed as inhibitors | recombinant rTrxR1, NADPH fluorescence consumption, selenite substrate | Thioredoxin reductase 1, cytoplasmic (Rattus norvegicus), O89049; further: potency means the concentration at half of the fitted maximal effect; on the % scale 0 is the no-effect control and ±100 the full control effect; nearly all actives have a fitted effect of over 65% in size
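Rat TrxR1 (90 nM in the dispensed reagent) was pre-reduced with 400 uM NADPH for 5 min at room temperature, then incubated with compound for 15 min. After 400 uM selenite was added, NADPH fluorescence (Ex 340/Em 450 nm) was followed for 8 min.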
TRHR enhancer: qHTS for Small Molecule Agonists and Allosteric Enhancers of Human TRH Receptor: Primary Screen for Enhancers; Thyrotropin-releasing hormone receptor (Homo sapiens), P34981; TRHR cells, fluo-8 calcium fluorescence, EC20 TRH enhancement; enhancement, % at 2 µM; actives 0.66% (n = 360,000); in the data active means enhancement above about 30%; further: 0% is about no effect
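TRHR-expressing cells loaded with fluo-8 calcium dye were read kinetically (ex 480/em 530) during compound addition, then stimulated with an EC20 of TRH (10 nM final). Enhancement of the Gq-mediated intracellular calcium response was scored.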
TRHR ag: qHTS for Small Molecule Agonists and Allosteric Enhancers of Human TRH Receptor: Primary Screen for Agonists; Thyrotropin-releasing hormone receptor (Homo sapiens), P34981; TRHR cells, calcium flux fluo-8, FDSS agonist mode; activation, % at 2 µM; actives 0.18% (n = 360,000); in the data active means activation above about 30%; further: 0% is about no effect
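Fluo-8-loaded TRHR cells; 10 s baseline, compound added, kinetic Ca2+ fluorescence read 1/s, agonist mode.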
D2 antagonist: HTS Assay for Allosteric Antagonists of the Human D2 Dopamine Receptor: Primary Screen for Antagonists; D(2) dopamine receptor (Homo sapiens), P14416; HEK293 TREx D2 cells, calcium flux, dopamine EC80; inhibition, % at 10 µM; actives 2% (n = 340,000); in the data active means inhibition above about 30%; further: 0% is about no effect
Target sequence (P14416 whole entry, looked up): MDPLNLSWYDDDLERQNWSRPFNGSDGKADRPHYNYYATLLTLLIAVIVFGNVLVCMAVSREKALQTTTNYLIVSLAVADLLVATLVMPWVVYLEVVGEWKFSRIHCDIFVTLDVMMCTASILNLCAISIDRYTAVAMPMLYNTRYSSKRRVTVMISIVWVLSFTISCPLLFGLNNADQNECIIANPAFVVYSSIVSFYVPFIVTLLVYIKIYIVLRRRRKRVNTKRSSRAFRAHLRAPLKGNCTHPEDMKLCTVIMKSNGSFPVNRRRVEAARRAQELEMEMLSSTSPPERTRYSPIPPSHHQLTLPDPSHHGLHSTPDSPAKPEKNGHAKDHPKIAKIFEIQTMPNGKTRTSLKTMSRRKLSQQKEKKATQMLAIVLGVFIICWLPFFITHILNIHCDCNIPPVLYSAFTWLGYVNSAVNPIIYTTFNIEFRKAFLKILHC
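Tetracycline-induced HEK293 TREx cells expressing D2 receptor forced-coupled to calcium signalling, loaded with no-wash calcium dye. Compounds added and calcium flux read 180 s, then dopamine added at EC80 and read a further 180 s.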
D2 ag: HTS Assay for Allosteric Agonists of the Human D2 Dopamine Receptor: Primary Screen for Agonists. D(2) dopamine receptor (Homo sapiens), P14416. activation, % at 2 µM. actives 0.53% (n = 340,000). HEK293 T-REx D2 cells, calcium flux agonist mode;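 active means activation over 3 SD above normal in the single-dose calcium agonist read, cut at about 30% in these data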; further: 0% is about no effect
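In this primary screen, compounds producing a positive calcium signal within 180 s of addition to tetracycline-induced, force-coupled HEK293 Trex D2 cells are flagged; cells are dye-loaded with a no-wash calcium kit beforehand.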
Numbers without * were called inactive; & = joins results of further samples; [ ] = another dose, or the depositor's remark. Unless noted, the call rests on the fitted dose curve; in most records, active means well fitted inhibition curve with a large enough effect; inconclusive means small, poorly fitted or top-dose-only effect; inactive means no such curve, though single readings can be large or run the other way.

Screening O=C(c1cc2ccccc2oc1=O)N(Cc1cccc(Cl)c1)C1CCS(=O)(=O)C1 (configuration not stated) returned TrxR1 substrate 1%, PI4K2A block 0, mIDH1 inhibitor 0%, USP1 inh -8%, rTrxR1 inhibitor 0%, TRHR enhancer -3, TRHR ag 14 and D2 ag 18.
Screening Nn1cnnc1SCC(=O)N1CCc2ccccc2C1 returned TrxR1 substrate -3%, PI4K2A block -5, mIDH1 inhibitor -5%, USP1 inh -7%, rTrxR1 inhibitor 4%, TRHR enhancer 1, TRHR ag 2.0, D2 antagonist -8 and D2 ag -0.6.
For COc1cccc(-c2nnc(NC(=O)c3ccc(S(=O)(=O)N(CC(C)C)CC(C)C)cc3)o2)c1 the results were TrxR1 substrate 11%, PI4K2A block 6, mIDH1 inhibitor -7%, USP1 inh -8%, rTrxR1 inhibitor 5%, TRHR enhancer 4, TRHR ag -0.1, D2 antagonist 2 and D2 ag 1.0.
Screening COc1ccccc1OCCCCOc1ccccc1F returned TrxR1 substrate 10%, PI4K2A block -2, mIDH1 inhibitor -1%, USP1 inh -10%, rTrxR1 inhibitor 22%, TRHR enhancer -1, TRHR ag -1.4, D2 antagonist -2 and D2 ag -0.1.
Cc1cc(C(=O)NP(=O)(N2CC(C)OC(C)C2)N2CC(C)OC(C)C2)c(C)n1C1CC1 (configuration not stated) was read as TrxR1 substrate -3%[57.1 µM], PI4K2A block 0, mIDH1 inhibitor 4%, USP1 inh -24%, rTrxR1 inhibitor -6%[57.1 µM], TRHR enhancer 8, TRHR ag 0.8, D2 antagonist 19 and D2 ag 0.7.
Screening O=C(CP(=O)(c1ccccc1)c1ccccc1)N/N=C/c1cc(Br)cc(Br)c1O returned TrxR1 substrate -4%, PI4K2A block 3, mIDH1 inhibitor 10%, USP1 inh -22%, rTrxR1 inhibitor -1%, TRHR enhancer 0, TRHR ag 0.9, D2 antagonist -22 and D2 ag -0.5.
Screening O=C(NNC(=O)c1ccc2c(c1)OCO2)NC12CC3CC(CC(C3)C1)C2 returned TrxR1 substrate -14%, PI4K2A block 2, mIDH1 inhibitor 2%, USP1 inh -16%, rTrxR1 inhibitor -12%, TRHR enhancer 13, TRHR ag 0.0, D2 antagonist 2 and D2 ag 0.1.
Screening O=C(c1ccc(S(=O)(=O)c2cccc(Cl)c2)c([N+](=O)[O-])c1)N1CCN(c2ccccn2)CC1 returned TrxR1 substrate -6%[57.1 µM], PI4K2A block 6, mIDH1 inhibitor 0%, USP1 inh -5%, rTrxR1 inhibitor inconclusive, TRHR enhancer 0, TRHR ag 1.0, D2 antagonist 3 and D2 ag 1.0.
`CCC(C)NC(=O)c1oc2ccc(S(=O)(=O)N3CCC4(CC3)OCCO4)cc2c1C` (configuration not stated) gave TrxR1 substrate -14%, PI4K2A block 2, mIDH1 inhibitor 3%, USP1 inh -4%, rTrxR1 inhibitor 17%[57.1 µM], TRHR enhancer -7, TRHR ag -0.9, D2 antagonist -2 and D2 ag 1.1.
CCCCN1C(=O)c2ccc(C(=O)NCCN3C(=O)S/C(=C\c4cccnc4)C3=O)cc2C1=O was read as TrxR1 substrate -2%, PI4K2A block 0, mIDH1 inhibitor inconclusive, USP1 inh -5%, rTrxR1 inhibitor 6%, TRHR enhancer 4, TRHR ag -0.7, D2 antagonist 10 and D2 ag 1.0.
For C=CCOC(=O)C1=C(C)NC(=O)NC1/C=C/c1ccccc1OC (configuration not stated) the results were TrxR1 substrate 2%, PI4K2A block 5, mIDH1 inhibitor 2%, USP1 inh -22%, rTrxR1 inhibitor 9%, TRHR enhancer 5, TRHR ag -0.7, D2 antagonist -23 and D2 ag -4.4.
Cc1ccccc1N(C(=O)CCCC(=O)Nc1ccccn1)C(C(=O)NC1CCCC1)c1ccc(O)cc1 (configuration not stated) was read as TrxR1 substrate 6%, PI4K2A block 0, mIDH1 inhibitor 8%, USP1 inh -12%, rTrxR1 inhibitor 15%, TRHR enhancer -3 and TRHR ag -0.9.
Screening COc1ccc(C(=O)NCc2nnc(SCCOc3ccccc3)n2C)cc1 returned TrxR1 substrate -4%[57.1 µM], PI4K2A block 2, mIDH1 inhibitor 4%, USP1 inh -9%, rTrxR1 inhibitor 6%[57.1 µM], TRHR enhancer 0, TRHR ag -1.5, D2 antagonist -3 and D2 ag 0.4.
`CCOC(=O)N1CCC(NC(=O)c2cnn(-c3cccc(Cl)c3C)c2C2CCN(C(=O)OC(C)(C)C)CC2)CC1` gave TrxR1 substrate -6%, PI4K2A block 5, USP1 inh inconclusive, rTrxR1 inhibitor -3%, TRHR enhancer -15, TRHR ag -0.3 and D2 ag 0.3.
CC(O)(P(=O)(O)O)P(=O)(O)O was read as TrxR1 substrate 3%, PI4K2A block 3&4, mIDH1 inhibitor 0%, USP1 inh 10% and rTrxR1 inhibitor -2%.
For CC(C)CC(=O)NC(=S)Nc1ccc(NC(=O)c2ccco2)cc1 the results were TrxR1 substrate -10%, PI4K2A block -4, mIDH1 inhibitor 1%, USP1 inh -19%, rTrxR1 inhibitor inconclusive, TRHR enhancer 4, TRHR ag -0.1, D2 antagonist -3 and D2 ag 0.8.
Screening Cn1c(=O)c2c(nc(N3CCOCC3)n2CCc2ccccc2)n(C)c1=O returned TrxR1 substrate 1%, PI4K2A block -1, mIDH1 inhibitor 4%, USP1 inh 2%, rTrxR1 inhibitor 20%, TRHR enhancer -1, TRHR ag 0.3, D2 antagonist 8 and D2 ag 0.0.
Screening CS(=O)(=O)N(CC(=O)Nc1ccc2c(c1)OCCO2)c1ccc2c(c1)OCO2 returned TrxR1 substrate -7%, PI4K2A block 2, mIDH1 inhibitor 5%, USP1 inh -5%, rTrxR1 inhibitor 6%[57.1 µM], TRHR enhancer 3, TRHR ag 0.2, D2 antagonist -8 and D2 ag -2.0.
COc1ccc(NS(=O)(=O)c2ccc3c(c2)NC(=O)CO3)c(OC)c1 was read as TrxR1 substrate -6%, PI4K2A block 4, mIDH1 inhibitor 8%, USP1 inh -19%, rTrxR1 inhibitor 2%, TRHR enhancer 4, TRHR ag -0.4, D2 antagonist -12 and D2 ag -1.7.
CCOC(=O)N1CCc2c(sc3ncn(C)c(=O)c23)C1 was read as TrxR1 substrate 6%, PI4K2A block -4, mIDH1 inhibitor 5%, USP1 inh inconclusive, rTrxR1 inhibitor 13%[57.1 µM], TRHR enhancer -1, TRHR ag -0.4, D2 antagonist -2 and D2 ag -1.2.
CCCn1cc(CN2CCC(n3nccc3NC(=O)CCOc3ccccc3)CC2)c(C)n1 was read as TrxR1 substrate -1%, PI4K2A block 8, mIDH1 inhibitor 8%, USP1 inh -15%, rTrxR1 inhibitor 2%, TRHR enhancer -3, TRHR ag -0.1, D2 antagonist -4 and D2 ag 0.9.
For O=C(O)c1ccn2c(C(=O)c3ccccc3)c(-c3ccccc3)cc2c1 the results were TrxR1 substrate -19%[57.1 µM], PI4K2A block 1, mIDH1 inhibitor -4%, USP1 inh -15%, rTrxR1 inhibitor 16%[57.1 µM], TRHR enhancer -4, TRHR ag 0.0, D2 antagonist 0 and D2 ag -0.7.
CC1CC(C)CN(CCCNC(=O)c2ccc3c(c2)ncn3C2CCCC2)C1 (configuration not stated) was read as TrxR1 substrate 4%, PI4K2A block -3, mIDH1 inhibitor -8%, USP1 inh -6%, rTrxR1 inhibitor 9%, TRHR enhancer 2, TRHR ag -0.6, D2 antagonist 8 and D2 ag -0.9.
Screening Cc1cc(C)n2nc(SCC(=O)N/N=C/c3ccccn3)nc2n1 returned TrxR1 substrate -7%, PI4K2A block 2, mIDH1 inhibitor -4%, USP1 inh -22%, rTrxR1 inhibitor -12%, TRHR enhancer 0, TRHR ag 0.6, D2 antagonist 0 and D2 ag -0.3.
`Nc1c(-c2ccc(Cl)cc2)cnn1-c1cccc([N+](=O)[O-])c1` gave TrxR1 substrate 6%[57.1 µM], PI4K2A block 0, mIDH1 inhibitor 5%, USP1 inh -17% and rTrxR1 inhibitor 11%[57.1 µM].
Screening O=C(COC(=O)COc1ccc(Cl)cc1)NCCCc1ccccc1 returned TrxR1 substrate -4%, PI4K2A block 0, mIDH1 inhibitor 16%, USP1 inh -2% and rTrxR1 inhibitor 5%.
Screening N#Cc1nc(-c2ccc(OCc3ccccc3)cc2)oc1N1CCOCC1 returned TrxR1 substrate 65%[activator], PI4K2A block -1, mIDH1 inhibitor 7%, USP1 inh -20%, rTrxR1 inhibitor 54%[activator], TRHR enhancer 6, TRHR ag 0.6, D2 antagonist 2 and D2 ag 1.0.
For O=C(Nc1ccc(N2CCOCC2)c(Cl)c1)c1ccccc1F the results were TrxR1 substrate 5%, PI4K2A block -3, mIDH1 inhibitor 10%, USP1 inh 6%, rTrxR1 inhibitor 7%, TRHR enhancer -1, TRHR ag -0.5, D2 antagonist 11 and D2 ag -1.0.

Source: PubChem BioAssay (National Center for Advancing Translational Sciences (NCATS))
